# L929 necroptosis = L929 zVAD cell death inhibition; AID 1377; L929 zVAD necroptosis rescue, ATP luminescence, 24 h; with zVAD 60 µM; 0.38% of 220,000 active; viability rescue, % at 10 µM;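 active means activation, scaled between plate controls, above about 75%, limit read from the data; inactive means activation under that limit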;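 further: 0% = zVAD with DMSO and 100% = DMSO alone without zVAD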
# PERK inhibitor = human PERK inhibition, primary cell-based screen; Q9NZJ5; CHO PERK-DD fusion, SEAP luminescence translation reporter; inhibition, % at 5.6 µM; 0.17% of 220,000 active; AID 1416;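 active means inhibition above the mean inhibition of all tested compounds plus 3 SD, set separately per screening campaign, cut at about 2.9% in these data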;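 further: PERK kinase domain activated by AP20187 dimerizer at 100 nM; 0% = DMSO with dimerizer and 100% = rapamycin at 8.4 µM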
# EP2 antag = blocks the human prostaglandin E2 receptor EP2 | P43116 | C6 glioma cells expressing human EP2, cAMP TR-FRET; cells stimulated with saturating PGE2 | inhibition, % at 25 µM | 0.52% of 260,000 active;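 active means percent inhibition above 40 after rounding to a whole number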;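 further: rat C6 glioma host cells with rolipram phosphodiesterase inhibitor present; the protocol text gives 20 µM as final concentration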
# Target sequence (P43116 whole entry, looked up): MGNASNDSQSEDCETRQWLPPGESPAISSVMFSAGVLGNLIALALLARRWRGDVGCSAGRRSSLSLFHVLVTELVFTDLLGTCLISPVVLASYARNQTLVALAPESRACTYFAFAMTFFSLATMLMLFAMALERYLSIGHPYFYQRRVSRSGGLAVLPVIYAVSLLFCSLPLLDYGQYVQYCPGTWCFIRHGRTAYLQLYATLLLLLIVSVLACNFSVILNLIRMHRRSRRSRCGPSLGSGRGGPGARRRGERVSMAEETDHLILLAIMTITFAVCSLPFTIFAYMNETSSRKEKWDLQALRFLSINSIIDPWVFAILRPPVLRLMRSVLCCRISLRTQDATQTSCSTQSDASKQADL
# Hck-Nef inh = human Hck-Nef kinase inhibition; 0.68% of 220,000 active; P08631; inhibition, % at 20 µM; Recombinant Hck-YEEI plus Nef, Z-Lyte FRET kinase assay;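 active means Hck-Nef kinase inhibition above about 50%, limit read from the data; inactive means inhibition below that limit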;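 further: 0% = DMSO with Hck plus Nef and 100% = Hck alone without Nef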
# Target sequence (P08631 whole entry, looked up): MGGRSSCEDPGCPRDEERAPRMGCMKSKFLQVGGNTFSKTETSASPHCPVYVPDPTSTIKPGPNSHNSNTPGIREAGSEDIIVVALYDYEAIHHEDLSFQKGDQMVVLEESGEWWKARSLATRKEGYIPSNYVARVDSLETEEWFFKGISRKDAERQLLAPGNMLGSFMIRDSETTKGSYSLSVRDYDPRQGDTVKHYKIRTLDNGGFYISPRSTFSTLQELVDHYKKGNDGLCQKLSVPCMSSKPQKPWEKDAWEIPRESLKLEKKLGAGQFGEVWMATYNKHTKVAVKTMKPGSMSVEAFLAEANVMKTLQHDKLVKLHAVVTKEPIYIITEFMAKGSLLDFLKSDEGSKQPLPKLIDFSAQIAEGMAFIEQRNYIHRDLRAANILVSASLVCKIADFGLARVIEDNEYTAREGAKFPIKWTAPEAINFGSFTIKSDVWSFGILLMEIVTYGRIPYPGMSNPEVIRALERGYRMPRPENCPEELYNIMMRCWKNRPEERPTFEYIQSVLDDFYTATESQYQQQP
# Runt-SMMHC FRET = Runt domain-CBFb-SMMHC interaction inhibition | Q01196+Q13951 | Cerulean-Runt/Venus-CBFb-SMMHC FRET ratio 530/480, 1 h | inhibition, % at 20 µM | 0.74% of 220,000 active | AID 1434;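 active means mean inhibition across duplicate retests at 20 µM reaching about 50%, limit read from the data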;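 further: 0% = DMSO wells and 100% = wells with excess untagged CBFb-SMMHC; inhibitors lower the FRET ratio by blocking Runt binding to CBFb-SMMHC; some results filed as inactive read as strong as hits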
# EP2 mod = EP2 receptor (human) modulation; P43116; EP2-expressing cells, cAMP HTRF FRET, PGE2 co-stimulation; induction, % at 25 µM; 0.83% of 260,000 active;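 active means compounds whose cAMP rise, as percent of the full-agonist control response, exceeds 60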;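 further: rat C6 glioma line stably carrying human EP2 under a CMV promoter; the protocol text gives 20 µM as final concentration; 100% = response of wells given 1 µM PGE2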
# TNF necrop inh = TNF-alpha cell death inhibition in Jurkat FADD-/- cells | AID 463075 | 0.068% of 220,000 active | activation (protection from cell death), % at 10 µM | Jurkat FADD-/- TNF necroptosis rescue, ATP luminescence, 24 h; 0 = TNF only, 100 = no-TNF cells;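 active means activation, meaning protection from cell death, of at least 50% relative to plate controls; inactive means activation below 50%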;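 further: necroptosis triggered by 40 ng/mL TNF-alpha added together with compound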
# RBBP9 inhibitor = blocks human serine hydrolase RBBP9; recombinant RBBP9, FP-Rh probe fluorescence polarization; inhibition, % at 7.94 µM; 0.2% of 220,000 active; AID 1515;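 active means inhibition above the campaign mean of all tested compounds plus 3 SD, cut at about 14% in these data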;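 further: plate controls were DMSO wells with RBBP9 for no effect and wells lacking RBBP9 protein for full effect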
# Target sequence (O75884 whole entry, looked up): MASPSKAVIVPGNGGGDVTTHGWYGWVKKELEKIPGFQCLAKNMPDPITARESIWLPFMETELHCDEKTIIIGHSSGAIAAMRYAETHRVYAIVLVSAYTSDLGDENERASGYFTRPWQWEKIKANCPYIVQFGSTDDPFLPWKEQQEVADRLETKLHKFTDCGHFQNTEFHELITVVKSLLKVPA
#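 Controls: DMSO-treated enzyme wells and wells lacking RBBP9 | Material: RBBP9 protein | Technique: Fluorescence polarization | Replication: Single well per compound, no replicates | Buffer or medium: Tris-NaCl-Pluronic buffer, pH 8.0 | Timing: 30 min compound preincubation, 45 min probe labeling, 25 °C | Read-out basis: Percent inhibition from mP, scaled between DMSO and no-protein wells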
# Runt-CBFb FRET = Runt domain-CBFb interaction inhibition; Q01196+Q13951; Cerulean-Runt/Venus-CBFb FRET ratio 530/480, 1 h; inhibition, % at 20 µM; 0.46% of 220,000 active;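 active means inhibition over about 50% at 20 µM in the single-dose screen, limit read from the data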;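 further: 0% = DMSO wells and 100% = excess unlabeled CBFb competitor control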
#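 Assay system: Cerulean-Runt domain fusion protein, energy donor; Signal: fluorescence energy transfer, 422 nm excitation, 530/480 nm emission; Timing: 1 h compound exposure, room temperature; Control set: unlabeled CBFb; Medium: Tris buffer pH 7.5 with salts and BSA; Compound: single test concentration of 20 µM, 1% DMSO final; Probe or stimulus: Venus-CBFb 100 nM.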
# * marks the source's active call; other numbers are inactive results; / = not tested or not shown; & = joins results of further samples. A portion of the library; count on the stated rates, not on these rows.
Structure,L929 necroptosis,PERK inhibitor,EP2 antag,Hck-Nef inh,Runt-SMMHC FRET,EP2 mod,TNF necrop inh,RBBP9 inhibitor,Runt-CBFb FRET
COc1ccc(NC(=S)N2CCCC2c2ccc(OC)c(OC)c2)cc1 (stereo not drawn),-0.4,0.8,8,16,-1,-13,0.4,-3,0
Cc1ccc(NS(=O)(=O)c2cccc(C(=O)N3CCOCC3)c2)cc1,0.1,-0.3,6,0,-1,18,-3.1,-5,1
Cc1cc2c(n1-c1ccc(C(N)=O)cc1)CC(C)(C)CC2=O,-0.2,-1.3,8,3,-2,0,-1.8,-6,0
CC(=O)N1N=C(c2ccco2)CC1c1ccc(C)cc1 (stereo not drawn),0.3,-1.7,10,2,3,14,27,-2,0
O=C(COc1ccc(/C=N/NC(=O)CSCc2ccc([N+](=O)[O-])cc2)cc1)NCc1ccco1,1.4,0.3,9,3,-4,-18,3.0,3,0
COc1cc2c(cc1OC)CN(C(=S)Nc1ccccc1)CC2,0.3,-0.1,3,1,-2,-41,0.9,-9,-2
CCOc1ccccc1Nc1nc2ccccc2n1C(C)C,-0.1,1.7,5,7,1,30,0.8,-2,-1
COc1cc(C(=O)N2CC(C)OC(C)C2)c([N+](=O)[O-])cc1OC (stereo not drawn),-0.3,-0.1,5,-2,0,-4,-0.7,-7,-1
CCCCCNC(=O)c1ccc2c(=O)n(CCCOCC)c(=S)[nH]c2c1,1.6,-0.5,8,13,2,-15,1.9,0,0
CC1=C(C(=O)NCc2ccccc2)C(c2ccc(C)o2)n2ncnc2N1 (stereo not drawn),0.1,1.8,10,0,0,14,0.0,-3,-1
C/C(=N\NC(=O)c1ccn(C)n1)c1ccc(NC(=O)C2CCCC2)cc1,6.8,0.2,5,2,2,3,4.2,0,-2
Cc1cccc(C)c1NC(=O)CSc1nnc(-c2ccncc2)n1Cc1ccco1,-0.4,0.1,22,1,-2,3,0.1,1,7
CCc1c(C)nc2ncnn2c1NCCc1ccc(Cl)cc1,-1.1,0.4,7,22,2,-34,-5.7,3,0
COc1ccc(NS(=O)(=O)c2ccc(N3CCOCC3)c(NC(=O)C(C)C)c2)cc1,-1.6,-0.4,10,-13,-1,-20,-0.3,-4,1
CCOC(=O)C1=C(C)Nc2ccccc2N=C1NC(=O)Cc1ccc(OC)cc1,0.6,-0.8,10,1,-1,2,2.4,-5,1
CCn1nnc(NC(=O)c2ccc(C(C)(C)C)cc2)n1,20,-0.4,10,-5,-2,32,0.4,-5,-2
CCn1c(CCCCc2n[nH]c(=S)n2CC)n[nH]c1=S,3.7,1.9,15,21,4,-8,-0.6,1,-4
CCn1c(SCC(=O)N2CCN(c3ccc(F)cc3)CC2)nc2ccccc2c1=O,0.1,0.9,6,1,3,-41,-0.1,8,-4
CC(C)(C)c1ccc(/C=N/NC(=O)c2ccccn2)cc1,70,0.1,10,18,1,6,-0.1,-5,-2
O=C(CSc1ccc(Cl)cc1)Nc1ccccc1N1CCN(C(=O)c2ccc(Cl)cc2)CC1,1.7,0.4,6,1,0,5,0.6,1,-2
CCOc1ccc(-n2c(SCC(=O)Nc3ccc4c(c3)OCCO4)nc3c(c2=O)SCC3)cc1,1.8,0.5,8,7,-10,-6,-10,5,-3
C/C(=N\NC(=O)c1cc(-c2ccccn2)nc2ccccc12)c1cccc([N+](=O)[O-])c1,0.5,0.9,14,-1,0,6,-2.4,-9,0
CN(C)C(CNC(=O)Nc1cccc(Cl)c1)c1cccnc1 (stereo not drawn),0.3,0.2,6,5,-3,-35,0.1,-5,-1
O=C(NC(=S)NCc1ccc(-c2nc3ccccc3s2)cc1)c1ccco1,0.2,0.8,12,1,-2,-8,1.5,-1,-1
N#Cc1ccc(C23CC4(C2)[C@H](CN(Cc2ccc(C(F)(F)F)cc2)[C@@H]4c2ccccc2)C3c2ccccc2)cc1 (stereo partly drawn),0.3,/,23,23,-1,2,-0.3,/,1
O=C(Nc1cccc(N2C(=O)C3C4C=CC(C4)C3C2=O)c1)c1cccs1 (stereo not drawn),26,0.0,12,22,1,-15,0.8,-11,0
CCOc1ccccc1NC(=O)C1CCC(CNc2c(N3CCOCC3)c(=O)c2=O)CC1 (stereo not drawn),-0.9,-0.5,13,-7,-4,2,-1.3,-4,2
COc1ccc(NC(=S)Nc2cccc(C(F)(F)F)c2)c(C)c1,-1.0,1.6,7,10,2,-32,0.3,-1,0
Cc1ccc(NC(=O)/C=C\C(=O)O)c([N+](=O)[O-])c1,1.9,0.6,9,0,1,1,-0.3,-3,3
O=C(NN1C(=O)CSC1=S)C(=O)NN1C(=O)CSC1=S,4.5,0.2,5,5,2,30,0.4,-4,10
Cc1ncsc1C(=O)Nc1nc2c(s1)CCCC2,-0.4,-0.4,4,4,-7,16,-5.9,-3,-3
CC(C)C1=C2CCCCC2NC(=O)N1 (stereo not drawn),0.1,1.3,8,1,-3,12,0.6,0,0
Cc1ccccc1OC1C(=O)N(Cc2ccc3c(c2)OCO3)C1c1sccc1C (stereo not drawn),0.1,-0.1,8,0,-2,28,-12,-4,-4
CCOC(=O)C[n+]1c(C)csc1C,0.9,2.1,10,7,-3,5,1.0,-1,5
CCC(=O)Nc1cccc(C2=NOC3(C2)C[C@H](C(N)=O)N(C(=O)Cc2ccc([N+](=O)[O-])cc2)C3)c1 (stereo partly drawn),0.2,/,12,32,-1,3,2.1,/,2
CS(=O)(=O)N1CCN(C(=O)c2cc3ccccc3oc2=O)CC1,0.6,0.6,8,-14,1,12,2.0,-4,3
CCCCN(C)CCC(=O)Nc1ccc(OC)cc1OC,0.5,-0.2,8,-12,-3,-6,2.5,-9,-1
O=C(O)c1cc2c(cc1Cl)N1CCCCCC1=NS2(=O)=O,2.1,0.9,8,0,-1,6,0.7,-11,-1
Cc1ccc(S(=O)(=O)/N=C2\C(=O)c3ccccc3C([O-])=C2n2cc[n+](CCC(C)C)c2)cc1,2.8,0.1,13,3,-2,7,-6.9,-8,-4
COC(=O)c1ccc(/C=N/OCC(=O)NCCc2ccc(OC)c(OC)c2)cc1,1.0,0.1,5,24,1,-43,0.1,-1,1
CC(=O)Oc1ccc(N2C(=O)C3C(C2=O)C2C=CC3C23CC3)cc1[N+](=O)[O-] (stereo not drawn),0.1,0.7,3,-1,-9,22,-0.5,0,0
Cc1cc(C)nc(NC2=NCC(=O)N2c2cc(Cl)cc(Cl)c2)n1,0.1,0.7,14,-1,2,-16,-0.5,-4,-2
c1ccc(-c2noc(CCC3CCCC3)n2)cc1,16,1.1,4,21,-1,13,1.4,-7,-2
COc1ccc(-c2[nH]ncc2-c2csc(C)n2)c(O)c1,0.8,0.0,17,0,-3,-5,0.8,-3,4
COC(=O)c1c(C)[nH]c(C(=O)OCC(=O)N2c3ccccc3NC(=O)C2(C)C)c1C,1.2,-0.6,16,2,-15,-3,3.0,-5,-9
CCCCn1c(CCNC(=O)c2cccs2)nc2ccccc21,-0.8,-0.6,11,6,-5,5,-0.2,-4,1
O=C1NCCc2c1[nH]c1ccccc21,1.6&0.4,0.3&0.8,14&9,19&-1,1&2,-22&29,-0.6&-1.2,-7&3,-1
CCOC(=O)c1cc(C#N)c(Oc2ccccc2OC)nc1-c1ccccc1,-0.2,0.2,13,-1,-4,47,-4.3,2,-4
CCS(=O)(=O)CCn1c([N+](=O)[O-])cnc1C,15,1.3,15&13,-5,3,14&12,2.8,-6,-2
CCOC(=O)CSc1nnc(-c2ccc([N+](=O)[O-])cc2)o1,13,1.0,15,19,-1,40,-0.6,-5,2
CN(c1ccccc1)c1ccc(/C=C(\CCC(=O)O)c2nc3ccccc3s2)cc1[N+](=O)[O-],1.7,0.7,6,10,-14,-28,1.1,-7,-7
COc1ccc(N=C2NC(=O)C(CC(=O)NCCc3ccc(OC)c(OC)c3)S2)cc1 (stereo not drawn),5.8,1.2,1,23,4,20,0.8,6,1
CC(C)NC(=O)COc1cccc2ccccc12,1.8,1.2,10,-7,3,-19,-0.4,-4,0
Cc1nn(C)cc1NC(=O)CCSc1nc(-c2ccco2)cc(C(F)(F)F)n1,0.1,-0.3,3&5,1,-1,-8&-62,-1.9,-8,-2
COc1ccc(NC(=O)c2c(Cl)cnn2C)c(C)c1,-0.2,0.5,6,15,3,2,-2.0,-10,0
Cc1cc(C)n(-c2nnc(C)n2N)n1,0.5,0.0,6,2,2,2,1.2,1,0
Cc1ccccc1OC/C(O)=C(\C#N)c1nc2ccccc2[nH]1,-0.3,-0.1,6,0,7,-8,-2.2,-3,1
O=C1N/C(=N/c2ccccn2)SC1Cc1ccccc1 (stereo not drawn),0.4,-0.1,7,4,0,-25,2.2,-9,-5
CCOc1ccccc1NC(=O)c1ccccc1N(C)S(C)(=O)=O,0.0,0.1,10,0,2,-7,-1.2,-6,2
c1ccc(-n2c(SCC3CCCCO3)nnc2-c2cnccn2)cc1 (stereo not drawn),-1.2,-0.7,7,4,-5,-6,-0.2,-3,0

# (more compounds)
Structure,L929 necroptosis,PERK inhibitor,EP2 antag,Hck-Nef inh,Runt-SMMHC FRET,EP2 mod,TNF necrop inh,RBBP9 inhibitor,Runt-CBFb FRET
Cc1nn(Cc2ccc(C(=O)NC3CCCCC3)o2)c(C)c1Br,1.6,-1.0,9,5,2,12,3.8,-1,1
Cc1nn(-c2ccccc2)c2c1C1(C(=O)Nc3ccccc31)N1C(=N2)Sc2ccccc21 (stereo not drawn),0.3,0.0,12,5,0,1,0.4,0,-2
Cc1cc(-c2cccs2)c(C#N)c(=S)[nH]1,-0.5,0.2,5,-48,37,-15,-0.4,-2,13
CCOC(=O)C(=CNc1cc(C)ccc1C)C(=O)OCC,-0.2,0.7,/,2,-4,40,-4.3,-2,-2
O=C(CCNC(=O)Cn1ccc2ccccc2c1=O)NCCN1CCN(c2cccc(Cl)c2)CC1,-0.4,0.7,9,2,-5,6,-3.4,1,-6
Cc1nc(S(=O)(=O)c2cccc(Cl)c2)nc2c1CCC2,0.0,1.3,/,-1,-1,45,-1.7,3,/
CC(OC(=O)c1cc(-c2cccnc2)nc2ccccc12)C(=O)Nc1ccc2ccccc2c1 (stereo not drawn),2.3,-1.2,5,1,-106,-1,2.6,-11,-4
CCN(CC)CCCNC(=O)Cn1cnc2ccc(S(=O)(=O)N3CCC(C)CC3)cc2c1=O,0.1,0.0,9,14,1,-16,1.6,-15,0
C=CCn1c(SCc2nc3sc(C(=O)O)c(C)c3c(=O)[nH]2)nnc1-c1ccc(C(C)(C)C)cc1,0.4,0.6,9,18,-80,3,-1.1,-9,-18

# From PubChem
